Source: PubChem (National Center for Advancing Translational Sciences (NCATS))
JMJD2A Tudor inh = JMJD2A Tudor domain (human) inhibition; AlphaScreen JMJD2A-Tudor / H3K4me3 peptide binding; Potency, µM (doses to about 114 µM), for the others: at the highest dose activity change, negative = inhibition, most hits filed as inhibitors; 390,000 tested, 4.4% active; AID 504339; note: % is set by controls: 0 for no effect and ±100 for the full control effect; nearly all actives have a fitted effect of over 50% in size
G9a block = G9a (human) methyltransferase inhibition; Q96KQ7; G9a H3K9 monomethylation, AlphaScreen, 2 h; Potency, µM (doses to about 102 µM), inactives show at the top dose activity, negative = inhibition, actives largely listed as inhibitors; 350,000 tested, 8.8% active; AID 504332; note: % is set by controls: 0 for no effect and ±100 for the full control effect; nearly all actives have a fitted effect of over 75% in size
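Using a bead-based AlphaScreen, monomethylated H3K9 product from 2 h room-temperature reactions (G9a 20 nM, peptide 500 nM, SAM 20 uM) was detected with 0.5 ug/mL rabbit anti-H3K9me1 antibody.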
POLK inh = inhibitors of human DNA polymerase kappa. Q9UBT6. purified Pol kappa, fluorescent DNA synthesis assay, 10 min. Potency, µM (series often up to 107 µM), inactives show top-dose activity, negative = inhibition, usual class: inhibitors. 400,000 tested, 0.53% active. AID 588579; note: % is set by controls: 0 for no effect and ±100 for the full control effect
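Here, compound and 10 nM enzyme are combined for 15 min at room temperature; adding 50 nM substrate (final) starts DNA synthesis, tracked by fluorescence at 0 and 10 min against buffer-only wells.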
BLM inh = Bloom syndrome helicase (human) inhibition; recombinant BLM DNA unwinding, fluorescence dequenching; Potency, µM (doses to about 56.1 µM), without a hit: at the top dose activity change, negative = inhibition, hits mostly inhibitors; 350,000 tested, 0.2% active; AID 2528;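 note: plate controls were vehicle for no effect and no enzyme for full effect; nearly all actives have a fitted effect of over 35% in size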
POLB inh = inhibitors of human DNA polymerase beta; Pol beta primer extension/strand displacement, fluorescence kinetic; Potency, µM (highest dose often 114 µM), without a hit: at the highest dose activity change, negative = inhibition, actives largely listed as inhibitors; P06746; 340,000 tested, 1.3% active; note: % is set by controls: 0 for no effect and ±100 for the full control effect
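Preincubation: enzyme (10 nM) with compound, 15 min, RT. Reaction: substrate added to 50 nM final. Reads: 0 and 10 min. Analysis: normalized, Hill fit.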
Pol iota inh = blocks human DNA polymerase iota activity; 390,000 tested, 1% active; Pol iota fluorescent replication assay, 10 min; Q9UNA4; AID 588590; Potency, µM (titrated, usually from 115 µM), without a hit: top-dose activity, negative = inhibition, most hits filed as inhibitors
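Pol iota at 10 nM preincubated 15 min with compounds at room temperature; reaction started with fluorescent substrate, 50 nM final. Fluorescence read kinetically at 0 and 10 min; buffer-only wells as negative control.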
APE1 inh = inhibitors of human APE1 endonuclease; recombinant APE1, TAMRA/BHQ-2 abasic DNA cleavage fluorescence; AID 2517; Potency, µM (series often up to 65.8 µM), for the others: top-dose activity change, negative = inhibition, hits mostly inhibitors; P27695; 350,000 tested, 0.35% active;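 note: plate controls were vehicle for no effect and reference inhibitor for full effect; nearly all actives have a fitted effect of over 55% in size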
Target sequence (P27695 whole entry, looked up): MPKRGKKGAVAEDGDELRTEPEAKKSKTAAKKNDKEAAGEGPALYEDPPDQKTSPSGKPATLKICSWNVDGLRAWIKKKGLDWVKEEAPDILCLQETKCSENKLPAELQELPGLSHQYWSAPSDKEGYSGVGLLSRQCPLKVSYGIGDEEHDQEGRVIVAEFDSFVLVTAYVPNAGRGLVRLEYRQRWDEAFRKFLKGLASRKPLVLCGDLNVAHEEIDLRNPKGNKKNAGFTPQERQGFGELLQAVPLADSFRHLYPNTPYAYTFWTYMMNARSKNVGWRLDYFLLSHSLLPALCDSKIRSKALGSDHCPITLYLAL
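0.75 nM APE1 + cpd, 15 min RT; start w/ 50 nM TAMRA/BHQ-2 THF-abasic dsDNA; kinetic fluor 525/598 nm ×3 reads @60 s; Δ(read3−read1); normalized to DMSO and NSC13755 control wells.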
BAZ2B inh = blocks human BAZ2B; AID 504333; 360,000 tested, 4.4% active; AlphaScreen BAZ2B-H3K14Ac peptide displacement; Potency, µM (series often up to 114 µM), for inactives: at the highest dose activity change, negative = inhibition, most hits filed as inhibitors; note: % is set by controls: 0 for no effect and ±100 for the full control effect; nearly all actives have a fitted effect of over 60% in size
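Inhibition is scored as reduced AlphaScreen emission. The BAZ2B/b-H3(5-23)K14Ac complex (50 nM each) in PBS pH 7.4, 0.01% Tween-20 meets compound (up to 110 uM) for 30 min at RT before bead addition.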
Pol eta inh = blocks human DNA polymerase eta activity; Q9Y253; recombinant Pol eta, fluorescent DNA replication assay; Potency, µM (titrated, usually from 114 µM), for the others: at the top dose activity change, negative = inhibition, most hits filed as inhibitors; 390,000 tested, 1.2% active; AID 588591; note: % is set by controls: 0 for no effect and ±100 for the full control effect
Target sequence (Q9Y253 whole entry, looked up): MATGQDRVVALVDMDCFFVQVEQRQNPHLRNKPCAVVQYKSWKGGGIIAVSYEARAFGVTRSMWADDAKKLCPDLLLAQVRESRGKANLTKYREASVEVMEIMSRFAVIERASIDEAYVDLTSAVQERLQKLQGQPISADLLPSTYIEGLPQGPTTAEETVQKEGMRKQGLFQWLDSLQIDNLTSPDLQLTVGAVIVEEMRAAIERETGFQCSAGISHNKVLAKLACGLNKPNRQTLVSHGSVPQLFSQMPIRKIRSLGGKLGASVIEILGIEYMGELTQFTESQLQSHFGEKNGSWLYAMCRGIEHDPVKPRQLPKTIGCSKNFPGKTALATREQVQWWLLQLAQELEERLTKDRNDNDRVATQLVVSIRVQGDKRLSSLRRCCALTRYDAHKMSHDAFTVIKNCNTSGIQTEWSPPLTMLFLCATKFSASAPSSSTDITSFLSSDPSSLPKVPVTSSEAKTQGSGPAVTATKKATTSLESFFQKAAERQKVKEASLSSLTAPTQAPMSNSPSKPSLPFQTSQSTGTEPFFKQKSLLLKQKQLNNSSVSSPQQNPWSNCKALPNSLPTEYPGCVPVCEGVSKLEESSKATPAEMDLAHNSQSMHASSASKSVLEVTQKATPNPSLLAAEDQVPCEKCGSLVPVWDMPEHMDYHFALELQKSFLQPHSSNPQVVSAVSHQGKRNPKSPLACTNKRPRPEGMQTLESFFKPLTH
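Pol eta (10 nM) was preincubated with compounds for 15 min at room temperature, after which fluorescent replication substrate (50 nM final) was added to start the reaction. Fluorescence was read kinetically at 0 and 10 min.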
Starred values were filed as active, the others as inactive; ? = inconclusive; . = no result given; [ ] = dose if it differs, or a comment. Calls come from the whole dose curve; as a rule, active = well fitted curve in the direction sought with a large enough effect; inconclusive = small, poorly fitted or top-dose-only effect, or another doubt; inactive = no such curve, though single readings can be large; an effect the other way counts as inactive or inconclusive. Potency is the fitted concentration of half-maximal effect. Only part of the results is shown, so the mix of outcomes need not match the whole.

Screens by letter – A = JMJD2A Tudor inh; B = G9a block; C = POLK inh; D = BLM inh; E = POLB inh; F = Pol iota inh; G = APE1 inh; H = BAZ2B inh; I = Pol eta inh
> N#Cc1ccc(/C=N/NC(=O)CCc2ccc(S(=O)(=O)N3CCOCC3)cc2)cc1
  A = -29%; B = 8%[59 µM]; C = -3%; D = 2%; E = 30%; F = 6%; G = -8%; H = 6%; I = -12%
> ClCc1csc(-c2ccc(Cl)cc2)n1
  A = 52%[activator]; B = 8%; C = -1%; D = 5%; E = 9%; F = 15%; G = 3%; H = 8%; I = -19%
> CSc1ccccc1NC(=O)C1C2CCC(C2)C1C(=O)O (stereo not given)
  A = 0%; B = ?; C = -7%; D = -1%; E = 0%; F = 30%; G = 0%; H = 0%; I = -18%
> CCCc1cc2c(=O)c(-c3ccc4c(c3)OCCO4)c(C)oc2cc1OS(C)(=O)=O
  A = -19%; B = ?; C = -11%; D = -12%; E = -12%; F = -3%; G = -3%; H = 6%; I = -6%
> CN(CCOc1ccccc1)C(=O)C1CCC(=O)N(CCN2CCOCC2)C1 (stereo not given)
  A = -5%; B = 87%[activator]; C = -9%; D = -2%; E = 11%; F = 7%; G = 10%; H = ?; I = -12%
> Cc1ccc(N(C(=O)CNC(=O)c2ccco2)C(C(=O)NC2CCCCC2)c2cccnc2)cc1C (stereo not given)
  A = 2%; B = 21%; C = -18%; D = 0%; E = 5%; F = 143%[activator]; G = 5%; H = 2%; I = -21%
> Cc1ccc(N2CC(C(=O)Nc3ccc(C)c(S(=O)(=O)N(C)C)c3)CC2=O)cc1 (stereo not given)
  A = -20%; B = -10%; C = 2%; D = 0%; E = -1%; F = 61%[activator]; G = -2%; H = 9%; I = -8%
> CCOC(=O)Cn1nc(C)c(NC(=O)COc2ccccc2[N+](=O)[O-])c1C
  A = 6%; B = 0%; C = -2%; D = -6%; E = -23%; F = 129%[activator]; G = -9%; H = -6%; I = -15%
> CC1CC(C)CN(C(=O)COC(=O)CNS(=O)(=O)/C=C/c2ccccc2)C1 (stereo not given)
  A = -16%; B = ?; C = 1%; D = -6%; E = 10%; F = -2%; G = -2%; H = -3%; I = -8%
> c1ccc(Cn2nnnc2C(c2ccccn2)N2CCOCC2)cc1 (stereo not given)
  A = -10%; B = 8%[12.7 µM]; C = -6%; D = -3%; E = 7%; F = -4%; G = -4%; H = 1%; I = 0%
> Cc1ccc(OCC(=O)Nc2ccc3[nH]c(=O)sc3c2)cc1
  A = 5%; B = -3%[59 µM]; C = 16%; D = -2%; E = -2%; F = -19%; G = .; H = -1%; I = -8%
> COc1ccc2[nH]c3c(c2c1)CCN1C(=O)N([C@@H](C)C(=O)NCc2c(F)cccc2Cl)C(=O)[C@]31C
  A = ?; B = ?; C = -5%; D = -7%; E = 1%; F = 1%; G = 13%; H = ?; I = -5%
> CCSc1ncc(Cl)c(C(=O)Nc2c(C(=O)c3ccc(C)c(F)c3)oc3ccccc23)n1
  A = -19%; B = 0%[59 µM]; C = 22%; D = 1%; E = 2%; F = 16%; G = .; H = 1%; I = -13%
> Cc1cc(Br)ccc1NC(=O)CNC(=O)CN(C)Cc1nc2ccccc2c(=O)[nH]1
  A = -12%; B = 14%[59 µM]; C = -3%; D = -1%; E = 17%; F = 22%; G = 5%; H = 3%; I = -11%
> CC(CC(=O)NCc1ccc(Cl)cc1)c1ccccc1 (stereo not given)
  A = 7%; B = 39%; C = -14%; D = -5%; E = 18%; F = -7%; G = 14%; H = -2%; I = -9%
> O=C(CCS(=O)(=O)c1ccccc1)NNC(=O)CSc1ccccc1F
  A = 9%; B = .; C = 5%; D = .; E = .; F = 11%; G = 41%; H = .; I = -8%
> COC(=O)Nc1nc(C)c(C(=O)N(C)C)s1
  A = -7%; B = -11%[12.7 µM]; C = 3%; D = -2%; E = 34%; F = 23%; G = 1%; H = -2%; I = -16%
> Cc1nc(N)nc(N)c1CCCc1ccc(Cl)c(Cl)c1
  A = -11%; B = .; C = 1%; D = .; E = .; F = -12%; G = .; H = .; I = -22%
> O=S1(=O)N=C(N(Cc2cccs2)c2ccc(O)cc2)c2ccccc21
  A = -27%; B = .; C = -8%; D = -4%; E = -2%; F = -19%; G = 1%; H = -23%; I = -6%
> COCCCNc1ncnc2c1c(-c1ccccc1)cn2-c1ccc(C)c(Cl)c1
  A = -17%; B = -6%[59 µM]; C = -8%[60.1 µM]; D = -8%; E = -9%; F = 17%; G = .; H = -4%; I = 1%
> Cc1ccc(C#N)c(SCc2nnc(-c3ccc(Cl)cc3)o2)n1
  A = -4%; B = 24%[59 µM]; C = 2%; D = 4%; E = 21%; F = 8%; G = 0%; H = -6%; I = -5%
> CCN(CC)S(=O)(=O)c1ccc(S(=O)(=O)N(Cc2ccccn2)Cc2ccco2)cc1
  A = -33%; B = ?; C = -12%; D = -12%; E = -12%; F = 2%; G = -8%; H = -2%; I = -14%
> CC(C)[C@H](NC(=O)N1CCC(Cc2ccccc2)CC1)C(=O)O
  A = -13%; B = ?; C = -2%; D = 1%; E = 12%; F = -16%; G = 57%[activator]; H = -14%; I = -8%
> CSc1ccccc1NC(=O)CN(Cc1ccc(Cl)cc1)S(C)(=O)=O
  A = -4%; B = 8%[12.7 µM]; C = -4%[60.1 µM]; D = -9%; E = -1%; F = -20%; G = 14%; H = -3%; I = -4%
> CC(=O)N/N=C(\C)C1COc2ccccc2O1 (stereo not given)
  A = -14%; B = 20%; C = -14%; D = -1%; E = -11%; F = 45%[activator]; G = 0%; H = -15%; I = -14%
> CC(C)CC(NC(=O)C1CCC(=O)N1)C(=O)NC(CC(C)C)C(=O)N1CCCC1C(N)=O (stereo not given)
  A = -4%; B = ?; C = 8%; D = -2%; E = 4%; F = ?; G = 15%; H = -7%; I = -12%
> COc1ccc(S(=O)(=O)Nc2ccc(-c3cn4ccsc4n3)cc2)cc1C
  A = -36%; B = -10%[59 µM]; C = -3%[60.1 µM]; D = -3%; E = 2%; F = -4%; G = .; H = 6%; I = -12%
> CN(CC(=O)Nc1ccccc1Br)C(=O)CNC(=O)c1ccc(Oc2ccccc2)cc1
  A = -24%; B = 27%; C = -2%; D = 1%; E = 13%; F = -28%; G = 27%; H = -21%; I = -15%
> Cn1c(-c2ccncc2)nc2ccccc21
  A = -14%; B = 1%[0.501 µM]; C = -10%; D = -4%; E = 25%; F = 18%; G = 28%; H = 10%; I = -7%
> O=C1C=C(c2ccccc2Oc2ccccc2)C[C@@H](c2ccc3c(c2)OCO3)C1
  A = -13%; B = -11%[0.501 µM]; C = 1%; D = .; E = .; F = -23%; G = 1%; H = -5%; I = -7%
> Cn1c(=O)c([N+](=O)[O-])c(-n2ccnc2)c2ccccc21
  A = -20%; B = ?; C = -17%; D = -9%; E = -25%; F = 63%[activator]; G = 6%; H = -14%; I = 3%
> CCn1c(SCC(=O)NCc2ccc3c(c2)OCO3)nc2c(c1=O)SCC2
  A = -6%; B = 5%; C = -4%; D = 1%; E = ?; F = ?; G = -2%; H = ?; I = -11%
> COCCn1c(=NC(=O)c2ccccc2[N+](=O)[O-])sc2cc(S(C)(=O)=O)ccc21
  A = -3%; B = -3%; C = -8%; D = -3%; E = -2%; F = 4%; G = 16%; H = 5%; I = -6%
> O=C(N/N=C/C(Br)=C/c1ccccc1)NC1CCCCC1
  A = ?; B = ?; C = -6%; D = -15%; E = 3%; F = 29%; G = 5%; H = ?; I = -22%
> Cc1cc(C)cc(OCC(=O)NCc2nc(-c3ccccc3)no2)c1
  A = 15%; B = 13%[12.7 µM]; C = -10%; D = -1%; E = -29%; F = 89µM*; G = ?; H = 12%; I = -8%
> Cc1cc(C(=O)COC(=O)c2cc(Cl)c(O)c(Cl)c2)c(C)n1C
  A = 50µM*; B = -1%[12.7 µM]; C = 79µM*; D = .; E = .; F = 20µM*; G = -22%; H = 50µM*; I = 16µM*
> Cn1c(-c2ccccc2)cc2ccccc21
  A = 30%; B = 86%[activator]; C = -15%; D = -6%; E = 43%; F = 89%[activator]; G = 19%; H = 58%[activator]; I = -6%
> CCOC(=O)c1cccc(-n2c(C)nc3ccccc3c2=O)c1
  A = -8%; B = -1%; C = -4%; D = 2%; E = 5%; F = -7%; G = -5%; H = 7%; I = -2%
> Cc1cc(C(F)(F)F)n(-c2nc(C(=O)Nc3cccnc3)cs2)n1
  A = -1%; B = -19%; C = -5%; D = -3%; E = 3%; F = 115%[activator]; G = -1%; H = -17%; I = -14%
> Cc1ccc(Cl)cc1NC(=O)CCS(=O)(=O)c1ccc2c(c1)n(C)c(=O)c(=O)n2C
  A = 5%; B = 12%[59 µM]; C = 1%; D = 2%; E = 69%; F = -6%; G = .; H = -16%; I = 0%
> Cc1ccc2nc(NCc3ccco3)c(C=NCc3ccco3)c(=O)n2c1
  A = 1%; B = 3%[59 µM]; C = -14%; D = -9%; E = 28µM*; F = 1%; G = ?; H = 50µM*; I = -6%
> COC(C(=O)Nc1ccc(Br)cc1F)c1ccccc1 (stereo not given)
  A = 30%; B = 49%; C = 14%; D = -8%; E = -23%; F = 26%; G = 0%; H = 14%; I = -10%
> CCn1c(O)c(N=NC(=O)Cn2ccc(C(F)(F)F)n2)c2ccccc21
  A = -28%; B = -3%[59 µM]; C = -13%; D = 1%; E = 16%; F = 4%; G = -5%; H = 7%; I = -18%
> COC(=O)[C@@H]1CCCN1Cc1nc(Cc2ccc(OC)c(OC)c2)no1
  A = -8%; B = -21%; C = 9%; D = -1%; E = 0%; F = 18%; G = 5%; H = -19%; I = -9%

2 compounds picked at random from the list so far, as already listed:
Screens by letter – A = JMJD2A Tudor inh; B = G9a block; C = POLK inh; D = BLM inh; E = POLB inh; F = Pol iota inh; G = APE1 inh; H = BAZ2B inh; I = Pol eta inh
> Cn1c(=O)c([N+](=O)[O-])c(-n2ccnc2)c2ccccc21
  A = -20%; B = ?; C = -17%; D = -9%; E = -25%; F = 63%[activator]; G = 6%; H = -14%; I = 3%
> COC(C(=O)Nc1ccc(Br)cc1F)c1ccccc1 (stereo not given)
  A = 30%; B = 49%; C = 14%; D = -8%; E = -23%; F = 26%; G = 0%; H = 14%; I = -10%

Individual results from the entries so far.
JMJD2A Tudor inh with COC(C(=O)Nc1ccc(Br)cc1F)c1ccccc1 (stereo not given) reads 30%
POLK inh with Cc1ccc2nc(NCc3ccco3)c(C=NCc3ccco3)c(=O)n2c1 reads -14%
Pol eta inh with Cc1cc(C(F)(F)F)n(-c2nc(C(=O)Nc3cccnc3)cs2)n1 reads -14%
